Screening results (PubChem BioAssay)
GAA spleen mod: qHTS Assay for Inhibitors and Activators of Human alpha-Glucosidase From Spleen Homogenate. Lysosomal alpha-glucosidase (Homo sapiens), P10253. human spleen homogenate, 4-MU-alpha-glucoside fluorescence. Potency, µM (top dose mostly 79.9 µM), without a hit: top-dose activity change, negative = inhibition, hits mostly inhibitors. 0.006% of 240,000 active. AID 2112, 2009;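 also: 0% = enzyme with vehicle and -100% = no enzyme basal signal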
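Human spleen homogenate (1 ug) with 4-methylumbelliferyl-alpha-D-glucopyranoside (1 mM final) in 50 mM citrate/phosphate pH 5.0, 0.01% Tween-20; 40 min at 37 C. Stopped at pH 10; 4-MU fluorescence Ex 365/Em 440 nm; AC50 by Hill fit.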
ALDH1A1 inh: qHTS Assay for Inhibitors of Aldehyde Dehydrogenase 1 (ALDH1A1). Purified ALDH1A1, NADH fluorescence, propionaldehyde substrate. 7.3% of 220,000 active. Potency, µM (highest dose often 75.3 µM), for the others: top-dose activity, negative = inhibition, hits mostly inhibitors. Aldehyde dehydrogenase 1A1 (Homo sapiens), P00352; active = well fitted inhibition curve with a large enough effect, not every such curve was filed as active; inconclusive = small, poorly fitted or top-dose-only effect, or another doubt; inactive = no such curve, though single readings can be large or run the other way;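 also: plate controls were no enzyme wells and a reference inhibitor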
SMN2 splice up: qHTS Assay for Enhancers of SMN2 Splice Variant Expression. HEK293 SMN2-luciferase splicing reporter, luminescence, 30-36 h. Potency, µM (highest dose often 46.1 µM), without a hit: at the highest dose activity change, positive = activation, actives largely listed as activators. 2.8% of 210,000 active; also: % of control where 0% means no effect; nearly all actives have a fitted effect of over 55% in size
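qHTS luciferase splicing reporter: luminescence rises when SMN2 exon 7 is included in transfected HEK293 cells. Compound exposure lasted 30-36 h at 37C, with 4.5 mM final sodium butyrate as control, followed by a ONE-Glo read.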
GAA glycogen mod: qHTS Assay for Inhibitors and Activators of Human alpha-Glucosidase Cleavage of Glycogen. AID 2100, 2009. 0.38% of 300,000 active. Potency, µM (series often up to 76.4 µM), for inactives: top-dose activity change, negative = inhibition, most hits filed as inhibitors. Lysosomal alpha-glucosidase (Homo sapiens), P10253. recombinant GAA, glycogen substrate, Amplex Red glucose oxidase fluorescence;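 also: 0% = full enzyme reaction and -100% = no-enzyme basal signal; the screen sought inhibitors and activators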
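Natural-substrate format: glycogen cleavage by 4 nM human enzyme, glucose read by Amplex Red coupling (Ex 573, Em 610 nm). Normalized to enzyme and no-enzyme controls.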
JMJD2E inh: qHTS Assay for Inhibitors of Human Jumonji Domain Containing 2E (JMJD2E). AID 2147, 2009. JMJD2E catalytic domain, FDH-coupled NADH fluorescence (FDH is formaldehyde dehydrogenase). Lysine-specific demethylase 4E (Homo sapiens), B2RXH2. 1.6% of 230,000 active. Potency, µM (highest dose often 57.1 µM), for inactives: top-dose activity change, negative = inhibition, usual class: inhibitors; active = well fitted inhibition curve with a large enough effect, not every such curve was filed as active; inconclusive = small, poorly fitted or top-dose-only effect, or another doubt; inactive = no such curve, though single readings can be large or run the other way;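 also: 0% = wells with enzyme and -100% = buffer wells without enzyme; nearly all actives have a fitted effect of over 50% in size; many of its hits are not listed in these tables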
GoLoco inh red: qHTS Assay for Inhibitors of RGS12 GoLoco Motif Activity (Red Fluorophore) | Guanine nucleotide-binding protein G(i) subunit alpha-1 (Homo sapiens), P63096 | Gai1:RGS12 GoLoco peptide FP, rhodamine, 10 min | Potency, µM (top dose mostly 61.6 µM), inactives show top-dose activity, negative = inhibition, usual class: inhibitors | 0.44% of 230,000 active | AID 880, 2007; active = well fitted inhibition curve with a large enough effect, not every such curve was filed as active; inactive = no such curve, though single readings can be large or run the other way; also: % is scaled to controls: 0 for no effect and ±100 for the full control effect; nearly all actives have a fitted effect of over 30% in size; many of its hits are not listed in these tables
Target sequence (P63096 whole entry, looked up): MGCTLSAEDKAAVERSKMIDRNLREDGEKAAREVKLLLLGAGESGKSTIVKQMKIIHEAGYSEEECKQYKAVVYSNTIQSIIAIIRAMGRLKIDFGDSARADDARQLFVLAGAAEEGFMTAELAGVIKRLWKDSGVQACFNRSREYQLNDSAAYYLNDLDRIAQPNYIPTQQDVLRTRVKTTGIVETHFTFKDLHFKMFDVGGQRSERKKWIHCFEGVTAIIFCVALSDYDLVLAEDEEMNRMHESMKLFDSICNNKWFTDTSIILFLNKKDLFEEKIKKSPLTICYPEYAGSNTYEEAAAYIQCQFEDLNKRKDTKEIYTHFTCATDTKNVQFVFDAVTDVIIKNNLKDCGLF
GAA inhib: qHTS Assay for Inhibitors of Human alpha-Glucosidase as a Potential Chaperone Treatment of Pompe Disease. 0.005% of 200,000 active. AID 1466, 2008. Potency, µM (highest dose often 76.9 µM), for the others: top-dose activity change, negative = inhibition, usual class: inhibitors. purified human GAA, 4-MU-alpha-glucoside fluorescence;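 also: plate controls were uninhibited enzyme wells for no effect and no-enzyme background for full effect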
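AC50 values come from Hill fits of compound titrations (up to 77 uM) against 4 nM human enzyme. Substrate 4-methylumbelliferyl-alpha-D-pyranoside at 400 uM, pH 5.0 citrate buffer, 20 min room temperature; fluorescence Ex 365/Em 440 after alkaline stop.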
aGal spleen mod: qHTS Assay for Inhibitors and Activators of Human alpha-Galactosidase From Spleen Homogenate. Alpha-galactosidase A (Homo sapiens), P06280. human spleen homogenate, 4MU-alpha-Gal fluorescence, 40 min. Potency, µM (highest dose often 80 µM), for the others: at the highest dose activity change, negative = inhibition, actives largely listed as inhibitors. 0.008% of 240,000 active. AID 2107, 2009;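 also: 0% = enzyme with vehicle and -100% = no enzyme basal signal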
Target sequence (P06280 32-429 limits assumed): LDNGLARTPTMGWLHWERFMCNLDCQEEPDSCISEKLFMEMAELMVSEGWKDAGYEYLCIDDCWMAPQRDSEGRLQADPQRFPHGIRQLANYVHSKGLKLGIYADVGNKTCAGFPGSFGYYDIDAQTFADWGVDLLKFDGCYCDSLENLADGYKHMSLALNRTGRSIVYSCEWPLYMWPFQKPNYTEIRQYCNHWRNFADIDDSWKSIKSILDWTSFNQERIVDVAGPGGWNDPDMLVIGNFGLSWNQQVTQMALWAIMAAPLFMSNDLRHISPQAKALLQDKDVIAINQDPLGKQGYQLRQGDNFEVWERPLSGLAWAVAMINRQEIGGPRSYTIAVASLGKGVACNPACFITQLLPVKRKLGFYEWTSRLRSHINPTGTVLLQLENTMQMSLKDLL
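Inhibition or activation of alpha-galactosidase in human spleen homogenate is scored by 4-MU fluorescence after 40 min at 37C, pH 5.0, with 1 mM substrate. AC50s come from concentration-response fitted to the Hill equation.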
Starred values were filed as active, the others as inactive; ? = inconclusive; nt = no result given; & = joins results of further samples; [ ] = dose if it differs, or a comment. Unless noted, calls follow the shape of the dose curve; as a rule, active = well fitted curve in the direction sought with a large enough effect; inconclusive = small, poorly fitted or top-dose-only effect, or another doubt; inactive = no such curve, though single readings can be large; an effect the other way counts as inactive or inconclusive. Potency is read from the fitted curve at half-maximal effect. Some of the compounds tested; count on the stated rates, not on these rows.

SMILES	GAA spleen mod	ALDH1A1 inh	SMN2 splice up	GAA glycogen mod	JMJD2E inh	GoLoco inh red	GAA inhib	aGal spleen mod
CC(/C=C1\NC(=S)NC1=O)=C\c1ccccc1	-7%	nt	nt	-12%	2%	2%	nt	-6%
CCCC1C2C(=O)N(c3ccccc3OCC)C(=O)C2ON1c1ccccc1 (stereo unspecified)	-12%	-3%	11%	-22%	-4%	3%	-9%	-6%
Cc1ccc(C)c(NC(=O)CN(C)C(=O)CCN2C(=O)c3ccccc3C2=O)c1	2%	2%	nt	0%	-2%	nt	-3%	7%
O=CN1CCN(c2ncnc3c2nnn3Cc2c(F)cccc2Cl)CC1	12%	-2%	nt	-7%	?	10%	?	30%
Cc1noc(C)c1COC(=O)Cc1ccc(Br)cc1	-8%	-7%	-3%	4%	-1%	-4%	-6%	1%
COc1ccc(NC(=O)Cn2c(C)cc(=O)c3cccc(OC)c32)cc1	-1%	1%	nt	-8%	0%	nt	-5%	8%
O=C(/C=C/c1ccc([N+](=O)[O-])cc1)NCCN1C(=O)S/C(=C\c2ccc(F)cc2)C1=O	4%	0%	6%	25%	-4%	8%	10%	-3%
CC(=O)Nc1cc(C(=O)NCCN2CCN(Cc3ccccc3)CC2)ccc1Sc1ccc(C)cc1	-3%	-13%	-38%[inhibitor]	-2%	-6%	-1%	-11%	-4%
O=C1CC(N2CCN(c3nc4ccccc4s3)CC2)C(=O)N1c1cccc(F)c1 (stereo unspecified)	0%	?	13%	3%	-8%	8%	-6%	-18%
O=S(=O)(NCc1ccccn1)c1cc(C(F)(F)F)ccc1Cl	-3%	-66%	-5%	4%	-5%	-2%	4%	-2%
COc1ccc(-c2cc(C(F)(F)F)nc(-n3cncn3)n2)cc1	16%	?	-22%	-10%	-4%	-7%	-1%	?
COc1cc(NC(=O)CSc2nnc(NC(C)C)s2)cc(OC)c1OC	6%	23%	-12%	-7%	3%	-2%	3%	7%
COC(=O)N1CCC2(CC1)CCN(c1ccccc1)CC2	-4%	-4%	-18%	nt	nt	3%	nt	9%
Cc1ccc2c(c1)nnn2C1CCN(CC(=O)Nc2ccc(F)cc2)CC1	-14%	nt	nt	-2%	1%	3%	nt	8%
Cc1cn(Cc2ccccc2Cn2cc(C)c(=O)[nH]c2=O)c(=O)[nH]c1=O	9%	nt	nt	0%	-2%	-1%	nt	10%
COc1ccccc1CNC(=O)c1ccccc1N	4%	?	3%	12%	?	10%	-8%	11%
CC(=O)Nc1cc[n+](C(C)C(=O)c2ccc(Br)cc2)cc1 (stereo unspecified)	-4%	-1%	nt	7%	0%	-1%	5%	-3%
Cc1cccc(C)c1NC(=O)CS(=O)CC(=O)Nc1ccc(F)cc1F (stereo unspecified)	-7%	14%	-7%	4%	6%	19%	-6%	-6%
O=C1Nc2ccccc2C(=O)N2CCC[C@@H]12	6%	11%	0%	nt	11%	1%	nt	-6%
COc1ccc(OC)c(CCNC(=O)CC2Oc3ccc(C)cc3NC2=O)c1 (stereo unspecified)	-2%	4%	-3%	8%	-5%	9%	-6%	-8%
CCOc1ccccc1N(CC(=O)OC)S(=O)(=O)c1ccccc1	3%	-1%	4%	6%	-1%	-2%	2%	6%
O=C(NC1CCCCC1)c1cc2nc3c(c(C(F)(F)F)n2n1)CCCC3	-14%	?	35µM*	6%	-14%	0%	-8%	-6%
C=CCC(C)(O)c1ccc(OC)cc1 (stereo unspecified)	2%	-1%	-2%	nt	-3%	5%	nt	0%
COc1ccccc1NC(=O)c1ccc(Cl)c(S(=O)(=O)N2CCOCC2)c1	1%	4%	nt	16%	1%	nt	1%	8%
CCCOc1ccc(C(=O)NC(=S)Nc2nc(C)c(C(=O)N(C)C)s2)cc1	-4%	?	-10%	-12%	1%	4%	2%	7%
CC(C)Nc1cc(N2CCCC2)ccc1[N+](=O)[O-]	-7%	-4%	-17%	5%	1%	4%	-2%	-6%
O=C1Nc2ccccc2S/C1=C/c1cccs1	-3%	nt	nt	0%	5%	3%	nt	-2%
CCOc1ccc(/C(C)=N/NC(=O)C(OC)c2ccccc2)cc1 (stereo unspecified)	10%	17%	10%	-2%	13%	4%	-5%	8%
O=C(O)CC1S/C(=N/N=C/C=C/c2ccccc2)NC1=O (stereo unspecified)	-6%&2%	-7%&-9%	-6%	3%&0%	?	6%	-4%&-6%	-6%&6%
CC(=O)NCCc1nc2ccccc2n1Cc1ccc(C)cc1	-5%	11%	-29%	4%	-7%	2%	-4%	-11%
O=C1CC(N2CCN(Cc3ccc4c(c3)OCO4)CC2)C(=O)N1c1cccc2ccccc12 (stereo unspecified)	-3%	1%	-6%	1%	1%	7%	9%	-3%
Cc1cccnc1NC(=S)Nc1ccc(F)cc1F	-7%	?	nt	-15%	-27%	-12%	-13%	2%
O=C(Nc1ccc2c(c1)OCO2)c1cc2nc(C3CC3)cc(C(F)(F)F)n2n1	-13%	-3%	-17%	1%	-6%	8%	3%	4%
Cc1ccc(-c2nnn(CC(=O)N(c3ccccc3F)C(CC(C)C)C(=O)NCC3CCCO3)n2)cc1 (stereo unspecified)	-14%	8%	-11%	-7%	6%	1%	-1%	2%
O=C(NCCC(c1ccccc1)c1ccccc1)c1cccs1	-3%	-1%	-6%	4%	-4%	1%	-6%	8%
Cc1cc(=O)[nH]c(Nc2ccc(C(=O)OC(C)C)cc2)n1	-5%	-14%	2%	1%	1%	29%	-5%	-2%
CCOC(=O)CCCNC(=O)COC(=O)c1ccc(O)cc1	0%	15%	-2%	0%	0%	11%	-12%	4%
O=C(Nc1ccc(F)cc1)c1sc(Cl)nc1-c1ccccc1	8%	-6%	11%	-8%	-11%	2%	1%	-17%
COc1ccc(/C=C/C(=O)NC2CCCCCCC2)cc1S(=O)(=O)N1CCOCC1	6%	?	26%	-2%	4%	-4%	-9%	7%
COc1cc(C(=O)NCC(=O)N/N=C/c2cccc(OC(=O)c3ccco3)c2)cc(OC)c1OC	-1%	14%	7%	-1%	8%	6%	-7%	-10%
Cc1ccc(C)c(NS(=O)(=O)c2ccc(NC(=O)c3ccco3)cc2)c1	8%	-1%	-55%[inhibitor]	1%	-1%	5%	-2%	6%
C=CCn1c(SCc2ccccc2)nnc1-c1cccnc1	-13%	6%	-2%	-20%	9%	7%	0%	-18%
CC(=O)Nc1ccc(NC(=O)c2ccccc2F)cc1	-4%	1%	?	2%	3%	2%	-5%	2%
Cc1ccc(NC(=S)N(Cc2ccccc2)C(C)C)cc1	-3%	4%	nt	4%	5%	-3%	5%[15.4 µM]	3%
Cc1cc(/C=C2/NC(=O)N(c3ccccc3)C2=O)c(C)n1C(C)C	-4%	?	10µM*	0%	22µM*	-1%	-4%	-1%
CC(C)(O)C#Cc1ncc(C(F)(F)F)cc1Cl	2%	9%	nt	-12%	0%	2%	-4%	1%
COc1ccc(CCNC(=O)CSCc2n[nH]c(=O)[nH]2)cc1OC	-4%	9%	31%	5%	4%	1%	0%	-9%
CN1CCN(C(=O)c2cn(C)c3ccc(S(=O)(=O)N(C)C4CCCCC4)cc3c2=O)CC1	-4%	?	5%	8%	-1%	-4%	-5%	-1%
COc1cccc(N=Nc2c(=O)[nH]n3c(=O)c4c([nH]c23)CCC4)c1	1%	-6%	-1%	2%	6%	3%	-4%	-5%
CCOc1nc(-c2ccccc2)ccc1-c1noc(-c2ccncc2)n1	4%	?	22%	nt	3%	-13%	-10%	8%
Next part:
SMILES	GAA spleen mod	ALDH1A1 inh	SMN2 splice up	GAA glycogen mod	JMJD2E inh	GoLoco inh red	GAA inhib	aGal spleen mod
CCS(=O)(=O)c1nc(S(=O)(=O)c2ccc(Cl)cc2)c(N2CCc3ccccc3C2)s1	7%	1.4µM*	-21%	7%	-6%	4%	2%	7%
Cc1sc2ncnc(N/N=C/c3ccc(O)cc3)c2c1C	3%	-1%	0%	?	-16%	-11%	-5%	7%
CC(C)(C)C(=O)COC(=O)c1cc2ccccc2cc1O	3%	14%	?	5%	-12%	3%	-11%	5%
COc1cc(C2C(C#N)=C(N)Oc3cc(N)ccc32)cc(OC)c1OC (stereo unspecified)	-3%	3%	?	-21%	3%	65%[activator]	-3%	10%
O=C(CN(C1CCCCC1)C1CCCCC1)N1CCc2ccccc2C1	6%	-23%	-7%	3%	?	3%	-10%	10%
O=C1OC(Nc2ccc(Cl)cn2)c2ccccc21 (stereo unspecified)	-6%	-15%	13%	-2%	?	4%	8%	-6%
O=C(COC(=O)C1=Cc2ccccc2OC1)NC1CCCC1	2%	9%	-7%	3%	-18%	-7%	-3%	-8%
Cc1cc(F)c(F)c(C(=O)N2CCOCC2)c1	-8%	-6%	-8%	0%	-7%	-9%	-1%	-4%
O=C(CN1C(=O)C2(OCCCO2)c2ccccc21)NCc1ccccc1	-12%	-2%	3%	6%	1%	7%	-5%	-1%
COc1ccc(NCc2nnc(SCC(=O)c3ccc(OC)cc3)n2C)cc1	-1%	6.3µM*	20%	12µM*	-22%	-24%	7%	-4%
Cc1ccc(Nc2nc(N)nc(CC#N)n2)cc1	2%	4%	18µM*	-8%	1%	-5%	-12%	5%
CN(C(=O)c1ccc(OC2CCN(S(=O)(=O)N(C)C)CC2)cc1)C1CCCCC1	-7%	-10%	nt	5%	-9%	3%	-13%	-1%
